NRP1-CendR mod – alters CendR peptide binding to human NRP-1; AID 602438; inhibition, % at 25 µM; O14786; 360,000 compounds, 0.85% hits; FAM-RPARPAR peptide binding to NRP-1, fluorescence polarization;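 active means inhibition or corrected inhibition above about 18%, plus a signal ratio from 0.5 to 1.5, limit read from the data, passing the limit was not always enough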; further: strong numbers were not always called active
DNMT1 block – DNMT1 (human) enzyme inhibition; P26358; DNMT1 molecular beacon, Hinp1I cleavage, fluorescence; inhibition (reported as % activation of signal), % at 10 µM; 360,000 compounds, 0.83% hits; AID 588458; in the data active means inhibition above about 50%
SKN-1 block – blocks SKN-1 activity in C. elegans | C. elegans VP596 Pgst-4::GFP/RFP ratio, acrylamide-induced, 24 h | inhibition, % at 21.8 µM | 360,000 compounds, 0.49% hits;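 active means interference check ratio from 0.5 to 1.5 plus GFP to RFP signal ratio inhibition reaching or exceeding a fixed threshold, cut at about 30% in these data, passing the limit was not always enough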; further: some compounds called inactive have numbers as strong as hits
SUMO1 PPI mod – modulators of human SUMO1-mediated protein-protein interactions. 360,000 compounds, 0.33% hits. SUMO1 binding to a labelled peptide, TR-FRET, 1 h. P63165. inhibition, % at 20 µM. AID 602429; in the data active means inhibition above about 37%
Target sequence (P63165 whole entry, looked up): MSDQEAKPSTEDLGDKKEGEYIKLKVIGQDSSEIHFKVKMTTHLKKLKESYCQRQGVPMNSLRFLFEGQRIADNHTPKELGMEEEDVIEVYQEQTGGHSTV
MT1-MMP act inh – MT1-MMP (human) activation inhibition | P50281 | HT1080 RFP-PRO-GFP cells, GFP/RFP ratio fluorescence, overnight; percent of plate control window, DMSO zero | GFP/RFP ratio change, % at 20 µM | 360,000 compounds, 0.061% hits;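 active means GFP/RFP ratio change of at least 30% with cell ATP level not reduced by more than half and red fluorescence within 50% of control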; further: strong numbers were not always called active
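Material – HT1080 RFP-PRO-GFP cells · Control set – DMSO wells and RFP-L50D-GFP cells · Incubation – overnight cell settling, then overnight compound exposure, 37 °C, 5% CO2 · Compound dosing – single-point 20 µM compound, 1% DMSO · Read-out – GFP/RFP fluorescence ratio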
Scp1 inh – blocks human Scp-1 phosphatase activity | Q9GZU7 | Recombinant Scp1, phosphopeptide, malachite green phosphate absorbance | inhibition, % at 20 µM | 340,000 compounds, 0.88% hits | AID 493091;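 active means inhibition above about 50% at 20 µM, limit read from the data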;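 further: plate controls were DMSO wells with enzyme for no effect and wells lacking enzyme for full effect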
Target sequence (Q9GZU7 76-261 limits assumed): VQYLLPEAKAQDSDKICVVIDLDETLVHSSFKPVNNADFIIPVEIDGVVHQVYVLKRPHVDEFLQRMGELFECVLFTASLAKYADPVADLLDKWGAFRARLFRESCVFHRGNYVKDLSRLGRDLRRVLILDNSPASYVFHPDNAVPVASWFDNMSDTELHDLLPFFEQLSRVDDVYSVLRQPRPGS
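Times: enzyme reaction 45 min at room temperature, colour 5 min, stabilisation 30 min. Material: SCP-1 catalytic fragment, aa 76-261. Medium: Acidic Tris acetate buffer with magnesium and detergent. Signal: colorimetric free-phosphate detection, absorbance 630 nm. Read-out basis: % inhibition of SCP-1 phosphate liberation. Reagent: Phosphorylated 17-residue peptide substrate.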
Rpn11 inh – inhibitors of human proteasome Rpn11. O00487. human 26S proteasome, Ub4-pepOG fluorescence polarization; 20S core pre-blocked with epoxomicin. calls only at 20 µM. 360,000 compounds, 0.59% hits. AID 588493;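 active means inhibition at 20 µM, scaled to each plate's controls, above about 33%, limit read from the data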
LMPTP inh – blocks human LMPTP phosphatase; P24666; recombinant LMPTP-A, OMFP fluorogenic substrate, fluorescence intensity; inhibition, % at 20 µM; 360,000 compounds, 0.22% hits; AID 651560;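 active means compounds that cut the enzyme signal by at least half of the control window in the single-dose screen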;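 further: plate controls were DMSO wells with enzyme plus substrate for no effect and substrate without enzyme for full effect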
Target sequence (P24666 whole entry, looked up): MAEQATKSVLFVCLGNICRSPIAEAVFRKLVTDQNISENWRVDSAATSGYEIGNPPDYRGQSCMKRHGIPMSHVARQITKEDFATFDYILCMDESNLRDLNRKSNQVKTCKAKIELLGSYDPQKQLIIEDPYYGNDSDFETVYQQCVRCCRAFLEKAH
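Buffer or medium: Bis-Tris pH 6.0, DTT, detergent; Assay system: LMPTP-A enzyme; Quantity: 0.625 nM enzyme; Detection: endpoint fluorescence intensity; Times: 50 min dark incubation at room temperature; Controls: substrate-only low control, DMSO enzyme-plus-substrate high control; Doses: single 20 µM dose; Read-out: percent inhibition versus substrate-only and uninhibited controls; Reagent: 400 µM OMFP.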
STEP inh – STEP (human) phosphatase inhibition | P54829 | recombinant STEP, OMFP fluorogenic substrate, fluorescence | inhibition, % at 20 µM | 360,000 compounds, 0.25% hits | AID 588621;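 active means inhibition at 20 µM, scaled per plate between control wells, above about 37%, limit read from the data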;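 further: 0% = DMSO with enzyme and substrate and 100% = substrate only without enzyme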
Target sequence (P54829 whole entry, looked up): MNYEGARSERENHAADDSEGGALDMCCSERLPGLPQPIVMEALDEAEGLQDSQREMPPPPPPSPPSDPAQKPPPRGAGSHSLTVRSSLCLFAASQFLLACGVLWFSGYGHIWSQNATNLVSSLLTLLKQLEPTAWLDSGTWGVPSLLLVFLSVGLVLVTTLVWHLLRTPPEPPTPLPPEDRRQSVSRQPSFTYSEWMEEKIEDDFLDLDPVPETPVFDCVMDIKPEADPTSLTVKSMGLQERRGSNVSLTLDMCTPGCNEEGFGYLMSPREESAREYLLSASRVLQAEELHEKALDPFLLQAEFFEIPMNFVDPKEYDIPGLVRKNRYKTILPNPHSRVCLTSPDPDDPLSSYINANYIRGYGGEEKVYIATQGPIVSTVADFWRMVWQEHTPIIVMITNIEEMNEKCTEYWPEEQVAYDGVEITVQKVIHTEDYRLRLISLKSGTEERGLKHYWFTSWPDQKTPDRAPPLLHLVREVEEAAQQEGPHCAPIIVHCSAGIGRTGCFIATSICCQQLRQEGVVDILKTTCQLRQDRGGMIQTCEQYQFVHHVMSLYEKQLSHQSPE
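medium = Bis-Tris buffer pH 6.0, 2.5 mM DTT, 0.005% Tween 20 | test system = STEP (striatal-enriched tyrosine phosphatase) enzyme, cell-free | measure = normalized % inhibition | compound dosing = 20 µM, 1% DMSO | also added = 25 µM OMFP | schedule = reaction 20 min, ambient temperature | measured by = fluorescence read at 480 nm ex / 540 nm em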
NadD block – inhibitors of Staphylococcus aureus NadD; purified NadD enzyme, colorimetric absorbance read-out; inhibition, % at 20 µM; 360,000 compounds, 0.78% hits; AID 602399; in the data active means inhibition above about 26%; further: some compounds past the cut are filed as inactive
Active calls of the source: *; i = inactive; / = not tested or not shown.

SMILES	NRP1-CendR mod	DNMT1 block	SKN-1 block	SUMO1 PPI mod	MT1-MMP act inh	Scp1 inh	Rpn11 inh	LMPTP inh	STEP inh	NadD block
Cn1cncc1C#Cc1ccc2cc(C(C)(C)O)oc(=O)c2c1	-6	-4	14	-28	2	0	i	-0.4	0	-1
Cc1c(NC(=O)c2cccs2)cccc1NC(=O)c1cccs1	16	1	-5	3	3	-3	i	-1.4	-2	-2
Cc1csc2nc(CSc3nc4ccccc4o3)c(Br)n12	19	-7	11	1	-3	1	i	2.6	4	-4
CCCCC(=O)N1CCCC(C(=O)OCC)C1 (stereo not drawn)	-4	-2	26	1	/	-2	i	0.0	-2	3
COCCN(C(=O)COC(=O)CCc1c[nH]c2ccccc12)c1c(N)n(Cc2ccccc2)c(=O)[nH]c1=O	13	5	-1	-2	4	-6	i	-0.4	2	0
COc1ccccc1CNC(=O)c1cnc2sccn2c1=O	-1	4	4	1	2	-7	i	0.3	2	-4
COc1cccc(N2CCN(c3nc(C)cc(=O)[nH]3)CC2)c1	8	-3	-8	4	-2	2	i	-2.8	2	-2
N#Cc1nc(-c2ccccc2)oc1N1CCC(C(N)=O)CC1	5	6	-5	-6	-6	-3	i	-0.8	-2	-5
CCOC(=O)c1ccc(NC(=O)CN2C(=O)NC3(CCCCCCC3)C2=O)cc1	4	-4	3	5	-3	-12	i	-0.1	0	-4
CCN(CC)c1ccc2c(C)c(CN3CCOCC3)c(=O)oc2c1	-8	0	-4	-12	2	-6	i	-0.3	-2	2

Brought forward from above: five entries; new compounds follow.
SMILES	NRP1-CendR mod	DNMT1 block	SKN-1 block	SUMO1 PPI mod	MT1-MMP act inh	Scp1 inh	Rpn11 inh	LMPTP inh	STEP inh	NadD block
COc1ccccc1CNC(=O)c1cnc2sccn2c1=O	-1	4	4	1	2	-7	i	0.3	2	-4
COc1cccc(N2CCN(c3nc(C)cc(=O)[nH]3)CC2)c1	8	-3	-8	4	-2	2	i	-2.8	2	-2
N#Cc1nc(-c2ccccc2)oc1N1CCC(C(N)=O)CC1	5	6	-5	-6	-6	-3	i	-0.8	-2	-5
CCOC(=O)c1ccc(NC(=O)CN2C(=O)NC3(CCCCCCC3)C2=O)cc1	4	-4	3	5	-3	-12	i	-0.1	0	-4
CCN(CC)c1ccc2c(C)c(CN3CCOCC3)c(=O)oc2c1	-8	0	-4	-12	2	-6	i	-0.3	-2	2
COc1cc(C(=O)OCC(=O)NC2CCS(=O)(=O)C2)c([N+](=O)[O-])cc1OC (stereo not drawn)	-7	0	6	-12	1	-1	i	0.2	3	-1
N#Cc1ccc(CN2CCN(C(=O)CNS(=O)(=O)c3ccc4c(c3)OCCCO4)CC2)cc1	-6	13	-11	4	2	6	i	0.0	1	-6
CC/C(=N\NC(=O)C1CCCC1)c1ccc(Br)cc1	15	3	-1	-2	0	-6	i	1.1	1	-9
CC1CCCC(C)N1C(=O)Cn1c(SCC(=O)NCc2ccc3c(c2)OCO3)nc2ccccc21 (stereo not drawn)	-3	1	6	-1	-1	-3	i	1.3	0	2
O=C1CC(c2ccc(F)cc2)CC(O)=C1C=NCCN1CCNCC1 (stereo not drawn)	3	1	10	-2	0	-9	i	-2.1	3	2
C/C(=N\OCC(=O)OC(C)C(=O)Nc1ccc(C(N)=O)cc1)c1ccc2c(c1)OCO2 (stereo not drawn)	8	0	8	1	2	-2	i	-1.9	-4	-5
NC(=O)c1ccccc1OCc1nnc(-c2ccccc2Br)o1	-9	-3	-3	1	1	-5	i	0.3	-1	3
Nc1ncnc(Sc2ccccc2)c1[N+](=O)[O-]	1	11	8	-24	-4	-5	i	-0.5	-3	-3
CCN(CC(=O)Nc1ccc(OC)cc1)C(=O)CCS(=O)(=O)c1ccc(C)cc1	4	-1	-6	-36	-2	-5	i	-8.2	2	2
COc1cccc(CN(C)CC(=O)Nc2cccc(S(N)(=O)=O)c2)c1OC	-2	1	-7	0	-3	-5	i	-0.5	-2	-3
COc1ccc(S(=O)(=O)Cc2ccc(C(=O)N3CCc4ccccc4C3)o2)cc1	2	3	-5	-1	-5	-15	i	0.2	1	-3
Cc1cccc(-n2ncc3c(N4CCCc5ccccc54)ncnc32)c1	3	-2	1	7	-3	1	i	2.7	0	-7
CCOc1cc(/C=N/NC(=O)CSc2nnc(C)s2)ccc1OCc1ccccc1Cl	-1	-6	10	-4	-3	78*	i	1.5	0	-3
COc1ccc(S(=O)(=O)NCc2ccncc2)cc1NC(=O)c1ccccc1F	0	3	18	6	-3	-8	i	-1.9	-1	-4
Cc1[nH]c2ccccc2c1SCC(=O)NC1CCCCC1	-14	0	6	-6	2	-13	i	-0.5	-2	-2
CCN(CC)c1ccc(C=Nc2cccnc2Cl)c(O)c1	-11	-6	13	-4	4	-10	i	1.2	4	-3
COc1ccc(Cc2nnc(NC(=O)Cc3cccs3)s2)cc1OC	5	75*	-20	12	-5	70*	i	17	9	2
COC(=O)c1ccccc1NC(=O)CSc1nnc(CNS(=O)(=O)c2ccc(C)cc2)n1C	-8	-1	-9	0	0	-4	i	-1.7	-2	-1
CCSc1nnc(NC(=O)c2ccccc2C)s1	-2	3	-9	4	0	-6	i	-1.3	0	5
O=C(NC1CCCCC1)c1ccc(-c2cccc([N+](=O)[O-])c2)o1	4	1	34	-17	-2	-8	i	1.0	0	-1
CCCCOc1ccc(/C=C/C(=O)Nc2ccc(C(N)=O)cc2)cc1	0	32	1	1	-2	-8	i	-1.0	-3	5
CCN(Cc1nc2ccccc2c(=O)[nH]1)C(=O)c1cccc(S(=O)(=O)N2CCc3ccccc32)c1	0	-8	12	-3	5	5	i	-0.3	-2	-4
O=C(O)c1ccccc1C(=O)c1ccc(Oc2ccccc2)cc1	6	25	5	3	3	-4	i	0.2	-3	-4
Cc1nn(CC(=O)N2CCN(S(=O)(=O)c3ccccc3)CC2)c(C)c1[N+](=O)[O-]	12	4	1	-2	0	-6	i	-1.3	3	-5
Cc1ccc(Cn2c(NS(=O)(=O)c3ccccc3)nc3ccccc32)cc1	0	-5	-8	-1	-1	-11	i	1.0	2	-5
CCC(C)(C)n1nnnc1C(c1ccc2ncccc2c1)N1CCN(c2ccc(O)cc2)CC1 (stereo not drawn)	5	-3	2	0	-4	2	i	4.6	2	3
CCNC(=S)NNC(=O)CCc1nc2cc(Cl)ccc2n(Cc2ccccc2)c1=O	1	-6	-12	-7	-3	-5	i	0.0	0	-3
COc1cc(C(=O)OCC(=O)N2CCCCCC2)c([N+](=O)[O-])cc1OC	-13	8	9	-19	5	-7	i	-1.1	2	0
CC(=O)Nc1nc(C2COc3ccccc3O2)cs1 (stereo not drawn)	-11	1	9	2	0	-4	i	-0.9	2	1
COc1ccc(NC(=O)c2sc3nc(C)cc(C)c3c2N)c(OC)c1	16	-27	-5	0	-2	-11	i	-0.9	2	1
CCCC(=O)Nc1ccc(NC(=O)c2cccc(OC)c2)cn1	-7	1	-5	5	3	4	i	-2.6	-6	-5
c1ccc(C(c2ccccc2)N2CCN(c3ccc4ccccc4n3)CC2)cc1	-1	-2	-6	-5	-2	2	i	-0.6	7	4
COC(=O)C1=C(C)N(CC(C)C)C(=O)/C1=C\c1cccs1	10	-5	-10	-16	3	-21	i	0.7	1	-3
COC(=O)c1ccc(S(=O)(=O)NC(C)(C)C)n1C	11	2	-4	3	0	-4	i	-0.5	2	0
O=C(CSc1nnc(CNC(=O)c2ccccc2)o1)Nc1ccc2c(c1)OCCO2	3	-2	11	-1	-3	-11	i	-0.2	0	2
S=c1[nH]cc(-c2ccccc2)n1-c1ccccc1Cl	-6	-1	8	2	-2	1	i	0.4	-1	9
N#Cc1ncc(-c2ccc3c(c2)OCCOCCOCCOCCO3)nc1C#N	5	-5	10	-19	-2	-8	i	0.6	-2	-9
Cc1nonc1C(=O)N/N=C/c1ccc(O)c(O)c1	1	11	-2	3	0	-3	i	-1.5	-2	-2
Cc1ncc(N=Nc2ccc(F)cc2)c(-c2ccc(Cl)cc2)n1	5	0	-16	-3	1	-17	i	-0.3	-1	0
CCCCCC(O)(CCN1CCCCC1)c1ccccc1 (stereo not drawn)	-3	-1	8	5	1	-4	i	-1.1	1	-11
CCN=C(N/N=C/c1ccc([N+](=O)[O-])cc1)SC	-2	4	2	-22	13	104*	i	-2.1	-2	17
COC(=O)Cn1c(Cc2ccccc2)nc2ccccc21	4	1	7	-4	3	0	i	1.0	1	-1
C=C1C[C@@]23CCC4[C@@](C)(CCC[C@@]4(C)C(=O)OC)C2CC[C@]1(OC(C)=O)C3 (stereo partly drawn)	30*	2	6	9	0	-6	i	0.2	2	-1
CCC1=C(OC(=O)N(CC)CC)N2C(=O)OC(=NCC3CC3)[C@]2(C)[C@H]2C1=CC[C@H]1C(=O)N(C)C(=O)[C@H]12	4	6	6	-2	-1	-8	i	0.3	-2	-1
CSc1nc(N(C)NC(=O)c2cccc(C)c2)c2ccccc2n1	-3	-1	25	2	23	1	i	-0.9	2	0
CCOC(=O)C1CCN(C(=O)COC(=O)CN(C)S(=O)(=O)c2ccc(NC(C)=O)cc2)CC1	6	0	7	3	-3	-7	i	-1.4	2	-8
O=C(COc1ccc2ccccc2c1)NNC(=O)c1ccc([N+](=O)[O-])cc1	-18	10	2	-9	6	54*	i	21	14	2
COC(=O)c1cccc(NC(=O)c2cccc(-n3cnnn3)c2)c1	-3	8	10	2	3	/	i	-0.6	1	5
COCC(=O)Nc1cc(C(=O)Nc2ccccc2C)ccc1Cl	-9	1	0	-4	2	0	i	-0.8	2	-1
CSCCC(C(=O)NC(C)(C)C)n1c(-c2ccc(C)cc2)nc2ccccc21 (stereo not drawn)	-8	/	-5	1	-6	/	/	1.1	/	/
Carrying on.
SMILES	NRP1-CendR mod	DNMT1 block	SKN-1 block	SUMO1 PPI mod	MT1-MMP act inh	Scp1 inh	Rpn11 inh	LMPTP inh	STEP inh	NadD block
O=C(O)C1C(c2ccccc2)C(C(=O)Oc2ccc(O)cc2)C1c1ccccc1 (stereo not drawn)	-1	10	-1	8	-2	-2	i	0.0	1	2
Cc1cccc(OCc2nn[nH]n2)c1C	2	-4	10	6	5	6	i	-2.7	-1	-7
CCOCCCNc1nc2nc3ccc(C)cn3c(=O)c2cc1C(=O)NCC1CCCO1 (stereo not drawn)	6	0	-3	-23	0	-1	i	3.0	0	0
COc1ccc(C(=O)Nc2sc(C)c(C)c2CN2CCOCC2)cc1	10	-5	-1	-1	-6	-5	i	0.6	2	-3

Screening data from PubChem BioAssay.
